# Source: PubChem BioAssay
# All columns: NCI-60 one-dose screen, growth in % after 48 h at 10 µM unless noted; 100 = growth as untreated, 0 = no growth, -100 = all killed.
# OVCAR-4 – OVCAR-4 ovarian cancer cells | 3.7% of 80,000 active
# NCI/ADR-RES – NCI/ADR-RES ovarian cells | 4.4% of 81,000 active
# SN12C – SN12C renal cancer cells; 3.8% of 81,000 active; AID 1794767
# SK-OV-3 – SK-OV-3 ovarian cancer cells; 3.2% of 80,000 active
# OVCAR-3 – OVCAR-3 ovarian cancer; AID 1794787; 7% of 79,000 active
# OVCAR-5 – OVCAR-5 ovarian cancer. 2.9% of 82,000 active
# IGROV1 – IGROV1 ovarian cancer; 4.7% of 79,000 active; AID 1794786
# NCI-H226 – NCI-H226 lung cancer; 3.5% of 79,000 active
# NCI-H23 – NCI-H23 lung cancer | 4% of 80,000 active | AID 1794731
# An asterisk follows results filed as active; nt = no result given; & = joins results of further samples. The calls were made as follows: active = growth percent below 10; inactive = the rest.
SMILES,OVCAR-4,NCI/ADR-RES,SN12C,SK-OV-3,OVCAR-3,OVCAR-5,IGROV1,NCI-H226,NCI-H23
CC(C)NCC(O)COc1ccc(CCOCC2CC2)cc1 (stereo not given),82,nt,97,113,112,107,113,91,nt
CCCCOC(=O)c1ccc(NC(=O)C(C)N(CC)CC)cc1 (stereo not given),105,85,78,99,102,87,88,83,93
O=C(Nc1ccccc1)c1cc(-c2ccccn2)nc2ccccc12,104,103,97,115,113,113,nt,106,111
C[Si](C)(C)N1C(=O)c2ccccc2C1=O,102,113,106,103,132,106,113,111,112
CNC(=O)Cc1nc(-c2cccc(NS(=O)(=O)c3c(F)cccc3F)c2F)c(-c2ccnc(Nc3ccccc3)n2)s1,124,104,41,30,77,33,18,74,56
CN(C)c1cccc2c(S(=O)(=O)Nc3cccc(-c4csc(N)n4)c3)cccc12,72,87,95,94,100,96,92,80,69
O=[N+]([O-])c1cc(S(=O)(=O)Nc2ccccc2)ccc1Cl,97,100,96,96,106,101,96,99,97
Cc1cccc(Cl)c1NC(=O)C(C)N1CCCC1 (stereo not given),109,109,101,98,120,108,118,111,103
O=CN1N=C(c2cccc(Nc3ccncc3)c2)CC1c1ccc2c(c1)OCO2 (stereo not given),83,101,99,79,100,98,102,86,90
CN1CCc2c(sc3ncnc(N/N=C/c4cccc(Cl)c4Cl)c23)C1,-25*,49,10,91,25,88,11,134,-6.7*
CC(=O)OCC1OC(n2cc(COc3ccc4ccc(=O)oc4c3)nn2)C(OC(C)=O)C(OC(C)=O)C1OC(C)=O (stereo not given),105,104,96,113,102,107,101,91,nt
CCOC(=O)C(Cc1ccc(O)cc1)Nc1nc2ccccc2o1 (stereo not given),95,106,92,104,108,98,91,nt,108
COc1ccccc1C(=O)Nc1cccc(C2CC(=O)c3c(cc(OC)c(OC)c3OC)O2)c1 (stereo not given),70,88,95,108,96,98,90,83,96
O=C(Cn1cc(CSc2nnc3oc4ccccc4n23)nn1)Nc1cccc(Cl)c1,63,53,77,54,79,88,79,65,60
COc1ccc(-c2cc(-c3ccccc3)nc(SCCCCCC(=O)O)n2)cc1,111,106,108,99,106,113,102,111,99
COc1ccc(-c2cc(-c3ccccc3)nn(CC(=O)N3CCN(C)CC3)c2=O)cc1,100,101,110,105,105,99,113,90,99
Cc1noc(N)c1C(=O)Nc1ccc2c(c1)OCO2,109,113,108,109,110,108,112,112,111
COC(=O)C(=Cc1ccccc1)C(=O)OC,103,109,103,110,110,98,113,100,112
CCN(CC)CC(C)(C)C=O,107,109,103,103,110,106,114,nt,107
O=C(c1ccccc1)C(Sc1ccccc1)c1ccccc1 (stereo not given),79,83,88,103,109,96,84,94,76

# Of the compounds above, these contain an aryl methoxy group.
SMILES,OVCAR-4,NCI/ADR-RES,SN12C,SK-OV-3,OVCAR-3,OVCAR-5,IGROV1,NCI-H226,NCI-H23
COc1ccccc1C(=O)Nc1cccc(C2CC(=O)c3c(cc(OC)c(OC)c3OC)O2)c1 (stereo not given),70,88,95,108,96,98,90,83,96
COc1ccc(-c2cc(-c3ccccc3)nc(SCCCCCC(=O)O)n2)cc1,111,106,108,99,106,113,102,111,99
COc1ccc(-c2cc(-c3ccccc3)nn(CC(=O)N3CCN(C)CC3)c2=O)cc1,100,101,110,105,105,99,113,90,99

# (list continues)
SMILES,OVCAR-4,NCI/ADR-RES,SN12C,SK-OV-3,OVCAR-3,OVCAR-5,IGROV1,NCI-H226,NCI-H23
Cc1ccnc(NS(=O)(=O)c2ccc(N)cc2)n1,89&115,97&105,102&101,101&112,103&124,90,93&123,90&97,92&105
O=C(CBr)CN1C(=O)c2ccccc2C1=O,103,105,109,100,102,97,103,99,95
CN(N=C1CCC(C2CCCCC2)CC1)c1ccccc1 (stereo not given),nt,103,83,99,115,98,98,110,99
CCOC(=O)c1nn(C2CCCCO2)c2ccc(NC(=O)COc3cccc4cccnc34)cc12 (stereo not given),97,101,95,nt,111,105,103,100,104
Cc1ccc(-n2nc(C(=O)NCCCCCC(=O)NO)nc2-c2ccccc2)cc1,109,113,106,nt,105,106,105,100,107
CC[N+](C)(C)CCOc1nc2c(c(=O)n(C)c(=O)n2C)n1C,112,107,99,94,110,99,107,89,101
N#CC1=C(c2ccccc2)Nc2c(c(-c3ccccc3)nn2-c2ccccc2)[C@@]12C(=O)Nc1ccc(Cl)cc12,114,98,93,95,104,109,99,72,97
COc1ccc(-c2nc3sc(C)nn3c2-c2nc3cc(C)c(C)cc3[nH]2)cc1,94,87,87,100,104,103,98,nt,94
C/C(=N\N=C\c1ccc(Cl)c([N+](=O)[O-])c1)c1ccc2c(c1)Nc1ccccc1S2,24,12,37,95,28,73,60,-25*,18
O=C1C2=C(Nc3ccccc3SC2c2ccc(Br)cc2)c2ccccc21 (stereo not given),87,90,94,106,84,109,85,nt,92
COc1cc(Cc2n[nH]c(=S)n2-c2ccccc2)c(S(=O)(=O)N2CCOCC2)cc1OC,103,113,85,87,115,101,93,96,107
c1coc([C@@H]2C[C@@H]3Cc4ccc5ccccc5c4N2O3)c1,92,100,108,103,114,91,113,107,94
Cc1cc(NC(=O)NCc2ccco2)ccc1NC(=O)NCc1ccco1,107,114,98,115,117,113,101,103,106
O=S1(=O)c2ccccc2N(c2ccccc2)c2nc(CSc3nc4ccccc4s3)nn21,83,97,98,97,100,79,104,98,93
C1=NC=C(/C=N/c2n[nH]c(Nc3ccccc3)n2)C1,106,101,101,116,116,112,100,98,99
COc1cccc(/C=C/C(=O)Nc2cc(OC)c3c(c2)OCO3)c1,96,93,94,104,110,89,108,99,97
COc1ccc(-c2ccc3ncc4c(c3c2)n(-c2ccc(N3CCNCC3)c(C(F)(F)F)c2)c(=O)n4C)cn1,-77*,-70*,-81*,-84*,-91*,-81*,-79*,-66*,-72*
COCCOCCOCCOCCOc1ccc2c(c1)C(=O)c1nc3ncccc3c(=O)n1-2,-15*,0.3*,-93*,-4.3*,-61*,-99*,7.3*,-49*,-40*
NC(=O)CSCC(N)=O,97,103,104,106,109,97,100,104,100
COc1ccc(-c2c(-c3nc4ccccc4s3)c(N)nc3c(C(N)=O)c(Nc4ccc(Cl)cc4)nn23)cc1,106,109,102,105,116,104,98,91,105

# Next part (3 carried over from the part before).
SMILES,OVCAR-4,NCI/ADR-RES,SN12C,SK-OV-3,OVCAR-3,OVCAR-5,IGROV1,NCI-H226,NCI-H23
COCCOCCOCCOCCOc1ccc2c(c1)C(=O)c1nc3ncccc3c(=O)n1-2,-15*,0.3*,-93*,-4.3*,-61*,-99*,7.3*,-49*,-40*
NC(=O)CSCC(N)=O,97,103,104,106,109,97,100,104,100
COc1ccc(-c2c(-c3nc4ccccc4s3)c(N)nc3c(C(N)=O)c(Nc4ccc(Cl)cc4)nn23)cc1,106,109,102,105,116,104,98,91,105
O=S1SC(c2ccccc2)=NN1c1cc(F)cc(F)c1 (stereo not given),49,53,33,25,nt,94,54,45,23
Cn1c(O)c(C=Nc2ccccc2C(=O)O)c(=O)n(C)c1=O,100,99,93,101,122,95,96,90,92
CC(=O)N1C/C(=C/c2ccc(Cl)cc2)C(=O)/C(=C/c2ccc(Cl)cc2)C1,11,10,-42*,-11*,-41*,18,-56*,-40*,-28*
COc1ccc(N2CC3(CC3(Cl)Cl)C2=O)cc1 (stereo not given),108,102,98,96,107,101,109,119,91
CO[C@@H]1C2=CC=CC=C[C@H]2n2c(=O)n(C)c(=O)n21,103,109,94,106,96,118,112,102,109
Cc1ccc(S(=O)(=O)N/N=C/c2ccc([N+](=O)[O-])cc2)cc1,99,nt,122,101,98,119,105,130,100
COn1nnc2c(Cl)c3[nH]ccc(=O)c3cc21,120,91,99,106,104,88,nt,97,81
CCOC(=O)c1cn[nH]c1C,99,113,111,113,135,105,123,102,110
Clc1ccc(-c2noc(/C=C\c3ccccc3)n2)cc1,102,108,105,95,102,100,96,93,101
O=C(Nc1cccc(Cl)c1)Oc1c(Cl)c(Cl)c(Cl)c(Cl)c1Cl,89,103,97,85,101,95,88,84,88
O=C(CSc1nnc2n(Cc3ccccc3)c(=O)c3c4c(sc3n12)CCCC4)Nc1ccc(Cl)cc1,93,98,103,96,89,105,105,107,100
CNC(=O)NCC1OC(n2cnc3c(NC(=O)Nc4ccccc4)ncnc32)C(O[Si](C)(C)C(C)(C)C)C1O[Si](C)(C)C(C)(C)C (stereo not given),30,31,-79*,78,-29*,69,53,49,36
CC(=O)Nc1c(O)c2ccccc2c2ccccc12,88,99,nt,93,97,88,97,100,94
CC(C)(C)NCc1cc(C(C)(C)C)ccc1O,nt,109,117,116,130,108,122,98,102
CN(C)c1ccc(C2(Cl)c3ccccc3N(C)c3ccccc32)cc1,59,95,19,78,36,92,46,69,44
COc1ccc(OC)c(/C=C2\Cc3cc4c(cc3C2=O)OCO4)c1,91,69,96,101,93,106,77,96,83
COc1ccc(-c2csc(NC3=CC(c4ccc5c(c4)OCO5)OC3=O)n2)cc1 (stereo not given),103,102,100,93,113,102,106,90,101
NC(=O)c1ccco1,116,101,91,100,113,97,90,102,95
CC(C)[C@H]1c2[nH]c3ccccc3c2C[C@H]2C(=O)N(CCCCCCC(=O)NO)CC(=O)N12,100,95,90,95,nt,82,93,102,88
O=c1c2cc(F)ccc2sc2c(Nc3ccncc3)nc3ccccc3c12,-67*,-9.2*,90,nt,36,-2.1*,71,nt,46
O=c1c(-c2nc(-c3ccccc3)c(-c3ccccc3)[nH]2)coc2ccc(F)cc12,47,51,69,68,33,96,63,65,61
O=C(/C=C/c1cccc(O)c1)c1cccc(-n2cc(-c3ccc4ccccc4c3)[nH]c2=O)c1,-76*,-39*,5.4*,20,-73*,-43*,86,89,28
O=C(c1ccccc1)C(O)(CN1CCCCC1)c1ccccc1 (stereo not given),112,103,107,97,99,102,108,102,102
CC(C)(C#N)N1CCN(c2ccc(Cl)cc2)CC1,115,108,107,107,110,104,114,97,101
O=C(Nc1ncc(Cc2cccc(C(F)(F)F)c2)s1)C1COc2ccccc2O1 (stereo not given),85,87,89,100,91,87,87,nt,89
CC(=O)Nc1ccc(-n2cnc3cc(-c4ccc(O)cc4)ccc32)cc1C,70,29,40,79,80,73,80,57,48
CCOC(=O)CC(C)C(C(=O)OCC)C(=O)OCC (stereo not given),114,105,106,97,116,122,111,102,103
C[C@@H]1N=C(c2ccc(Cl)cc2Cl)Nc2nc3ccccn3c2C1=O,90,45,76,50,2.4*,91,42,76,61
CN(C)CCN1C(=O)c2cccc3cc(N)cc(c23)C1=O,-5.8*,32,31,37,56,47,-40*,-30*,32
CCSc1ccc(/C=C2\NC(=O)NC2=O)cc1,93,82,101,107,110,91,95,93,89
CCOC(=O)C1O[N+]([O-])=C(c2ccc(OC)cc2)C1c1cccc(OC)c1 (stereo not given),95,102,104,103,105,99,108,nt,103
COc1ccc(CC2CC(=O)OC2=O)cc1 (stereo not given),118,108,102,96,111,106,106,96,106
S=c1c2c([nH]c3ccccc13)CCCC2,90,99,99,103,105,89,87,nt,91
CN(C)C(=S)Oc1ccccc1C1(C)OCCO1,114,106,104,98,103,106,117,nt,102
CC(C)(C)C1CCCC(=O)C1 (stereo not given),114,102,108,105,114,108,93,104,102
COc1cc2c(cc1OC)C1CCN3C(=O)CCC3N1CC2 (stereo not given),116,100,109,112,113,109,125,113,99
O=C(NC1CCCCC1)C(c1ccc(O)c(O)c1)N(C(=O)C1CCc2cc(F)ccc2O1)c1ccc(F)cc1F (stereo not given),52,86,95,69,79,101,48,86,86
COC(=O)c1cc(-c2c(-c3ccccc3)no[n+]2[O-])no1,100,103,100,99,114,98,99,101,102
CC(C)C(=O)N1CCN(Cc2csc(Nc3ccc(C[C@@H](NC(=O)Cc4ccccc4)C(N)=O)cc3)n2)CC1,109,107,102,96,109,97,118,106,108
CC1=Cc2cc(Br)ccc2OC12Oc1ccc(Br)cc1C=C2C,87,94,102,107,98,106,96,102,94

# The last 5 records of the section above open the next one.
SMILES,OVCAR-4,NCI/ADR-RES,SN12C,SK-OV-3,OVCAR-3,OVCAR-5,IGROV1,NCI-H226,NCI-H23
COc1cc2c(cc1OC)C1CCN3C(=O)CCC3N1CC2 (stereo not given),116,100,109,112,113,109,125,113,99
O=C(NC1CCCCC1)C(c1ccc(O)c(O)c1)N(C(=O)C1CCc2cc(F)ccc2O1)c1ccc(F)cc1F (stereo not given),52,86,95,69,79,101,48,86,86
COC(=O)c1cc(-c2c(-c3ccccc3)no[n+]2[O-])no1,100,103,100,99,114,98,99,101,102
CC(C)C(=O)N1CCN(Cc2csc(Nc3ccc(C[C@@H](NC(=O)Cc4ccccc4)C(N)=O)cc3)n2)CC1,109,107,102,96,109,97,118,106,108
CC1=Cc2cc(Br)ccc2OC12Oc1ccc(Br)cc1C=C2C,87,94,102,107,98,106,96,102,94
Cc1cc(C)n(-c2nc3ccccc3[nH]c2=O)n1,105,100,92,103,103,101,99,101,95
O=C(/C=C\c1ccc(Cl)c(Cl)c1)c1ccccc1,88,105&99,104&96,96&101,98&94,106&94,82&93,92&88,89
CC[N+](CC)(CC)CCCC[P+](CC)(CC)CC,97,106,103,101,112,103,nt,111,103
Cc1nn2c(-c3nc4ccccc4[nH]3)c(-c3ccccc3)nc2s1,92,95,105,121,114,91,84,116,104
Nc1nc(N)c2[nH]c(=O)[nH]c2n1,98,99,nt,86,116,100,nt,91,99
CCOC(=O)c1ccc2n1CCc1cnc(N)nc1-2,110,114,106,119,122,100,115,100,118
Cc1cc(=O)oc2cc(OCCCCOc3ccc(/C=C/C(=O)Nc4ccccc4[N+](=O)[O-])cc3)ccc12,109,115,100,119,128,108,106,127,99

# 2 entries from above, field by field:
> CC[N+](CC)(CC)CCCC[P+](CC)(CC)CC
  OVCAR-4: 97	NCI/ADR-RES: 106	SN12C: 103	SK-OV-3: 101	OVCAR-3: 112	OVCAR-5: 103	IGROV1: nt	NCI-H226: 111	NCI-H23: 103
> O=C(/C=C\c1ccc(Cl)c(Cl)c1)c1ccccc1
  OVCAR-4: 88	NCI/ADR-RES: 105&99	SN12C: 104&96	SK-OV-3: 96&101	OVCAR-3: 98&94	OVCAR-5: 106&94	IGROV1: 82&93	NCI-H226: 92&88	NCI-H23: 89
